High-throughput results (PubChem)
TIM10 inh = inhibits growth of TIM10 yeast strain; 330,000 tested, 1.4% active; S. cerevisiae TIM10 strain growth, BacTiter-Glo luminescence, 24 h; inhibition, % at 10 µM;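 active = inhibition of 40% or more at the single tested concentration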;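 note: wild-type TIM10 isogenic control strain grown at permissive 25 °C; 0% = DMSO yeast wells and 100% = minimal medium wells without yeast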
GRIN3A LBD mod = NR3A (human) ligand-binding domain modulation; NR3A LBD differential scanning fluorimetry, Tm shift; 0% = protein alone, 100% = glycine-bound protein; Tm shift relative to glycine control, % at 25 µM; 340,000 tested, 2.5% active;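 active = melting temperature shift of at least 10% of the positive control shift, at one fixed dose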
beta cell repl = induces beta-cell replication in MIN6 cells | proliferation, % at 10 µM | MIN6 cells proliferation, ATPlite luminescence, 48 h; cells starved in 0.2% serum; 100% = growth in 10% serum | AID 2380 | 330,000 tested, 0.29% active;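 active = compounds whose signal lies at least 3.5 SD above the mean of all wells on their plate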;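 note: 0% = DMSO-treated cells in low-serum medium and 100% = 10% serum control; some compounds called inactive have numbers as strong as hits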
tim10-1 inh = growth inhibitors of tim10-1 mutant yeast; inhibition, % at 20 µM; 330,000 tested, 2.2% active; S. cerevisiae tim10-1 ts strain growth, BacTiter-Glo, 24 h;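 active = inhibition of at least 40%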;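 note: mutant grown at 25 °C; 0% = DMSO wells with yeast and 100% = wells holding no yeast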
tim23-1 inh = inhibits growth of tim23-1 mutant yeast. S. cerevisiae tim23-1 growth, BacTiter-Glo luminescence, 24 h. inhibition, % at 20 µM. 330,000 tested, 1.3% active. AID 463212;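 active = growth inhibition of the mutant yeast at or above 50%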;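 note: temperature-sensitive mutant grown at 25 °C; plate controls were DMSO-treated mutant yeast for no effect and medium wells lacking yeast for full effect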
APJ agonist = activates the human apelin receptor APJ. P35414. CHO-K1 APJ PathHunter beta-arrestin, luminescence; 0% DMSO wells, 100% apelin. activation, % at 20 µM. 330,000 tested, 0.11% active;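 active = activation more than six SD over the plate average, tested at 20 µM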;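 note: 0% = DMSO alone and 100% = apelin-13 at 10 nM; some results filed as inactive read as strong as hits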
Target sequence (P35414 whole entry, looked up): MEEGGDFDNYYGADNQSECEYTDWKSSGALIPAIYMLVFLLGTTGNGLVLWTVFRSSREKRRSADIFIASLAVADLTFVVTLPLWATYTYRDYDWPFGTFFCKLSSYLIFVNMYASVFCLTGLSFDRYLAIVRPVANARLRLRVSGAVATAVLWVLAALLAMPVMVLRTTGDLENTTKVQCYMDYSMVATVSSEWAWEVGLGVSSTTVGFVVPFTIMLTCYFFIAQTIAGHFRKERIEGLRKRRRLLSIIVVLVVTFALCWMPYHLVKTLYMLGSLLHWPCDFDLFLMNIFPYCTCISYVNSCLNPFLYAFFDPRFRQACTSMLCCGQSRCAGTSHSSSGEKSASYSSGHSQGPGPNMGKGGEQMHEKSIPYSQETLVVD
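Material: engineered CHO-K1 APJ arrestin reporter cells; amount: 1000 CHO-K1 reporter cells seeded per well; incubation: compound stimulation 90 min at 25 °C, detection 60 min; signal: luminescent beta-gal fragment complementation, chemiluminescent substrate; read-out basis: APJ agonist activity; controls: DMSO-only wells as negative, 10 nM Apelin-13 as positive control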
APJ antagonist = APJ receptor antagonism | P35414 | CHO-K1 APJ beta-arrestin complementation, luminescence | inhibition, % at 20 µM | 330,000 tested, 0.32% active | AID 2521;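 active = inhibition above about 40% at 20 µM, limit read from the data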;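 note: cells challenged with 10 nM apelin-13 agonist together with compound; plate controls were apelin-13 plus DMSO wells for no effect and DMSO wells lacking apelin-13 for full effect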
MPTP block = permeability transition pore inhibition | AID 602449 | inhibition, % at 10 µM | isolated mouse mitochondria, Ca2+ swelling absorbance, 30 min | 360,000 tested, 1.4% active;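 active = inhibition of 50% or more, scaled per plate between neutral and stimulator controls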;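 note: 0% = DMSO wells given calcium and 100% = 1 mM EGTA wells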
NALP3 yeast inh = NALP3 inhibition in yeast | 330,000 tested, 0.39% active | AID 2825 | inhibition, % at 10 µM | Yeast reconstituted NLRP3/ASC/caspase-1, beta-gal luminescence, 24 h;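 active = inhibition of 50% or more; inactive = inhibition below 50%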;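 note: plate controls were induced DMSO wells for no effect and uninduced yeast grown without galactose for full effect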
The depositor's hits bear a star. Hits appear at their usual frequency (roughly 7.2% active in at least one column).

SMILES	TIM10 inh	GRIN3A LBD mod	beta cell repl	tim10-1 inh	tim23-1 inh	APJ agonist	APJ antagonist	MPTP block	NALP3 yeast inh
COc1ccc(COC(=O)NC2CCN(S(=O)(=O)c3ccc(OC)cc3)CC2)cc1	16	0	2	12	5	3	-2	1.6	4
COc1ccccc1C(=O)Nc1ccc(-c2nnn(CC(=O)N3CCOCC3)n2)cc1	2	-1	1	12	-4	-3	2	0.7	-6
CNS(=O)(=O)c1cc(C(=O)O)ccc1OC	-7	-1	-3	4	8	-1	14	-0.5	23
CC(=O)Nc1ccc(/C=C2\CCc3ccccc3C2=O)cc1	41*	-7	-2	34	61*	-1	6	4.8	30
CC1CCN(C(=O)c2ccc(CS(=O)(=O)Cc3ccccc3)cc2)CC1	5	0	1	13	13	-6	15	-1.2	7
Cc1cc(OCC(=O)Nc2ccc(S(=O)(=O)N3CCN(C)CC3)cc2)ccc1Cl	23	-1	-1	34	20	-4	5	2.2	-1
O=C(CNC(=O)c1ccc(Br)o1)OCC(=O)c1cccc([N+](=O)[O-])c1	-23	-2	-1	15	20	-10	62*	-0.6	9
COc1cc(-c2nnc(SCC(=O)NC3CCCC3)n2C)cc(OC)c1O	7	0	5	-22	5	0	11	1.7	20
CC(C)C1N=C2c3ccccc3N=C(SCC(=O)NCCc3ccc(S(N)(=O)=O)cc3)N2C1=O (stereo unspecified)	-7	3	-2	3	9	-4	6	-0.8	-2
CN1CCN(CC(O)Cn2c3ccccc3c3ccccc32)CC1 (stereo unspecified)	1	1	7	-11	1	3	-24	1.1	1
O=C(c1cc2ccccn2n1)N1CCN(Cc2ccccc2)CC1	-18	-2	3	-8	-2	-5	3	0.5	27
CC(=O)Nc1nnc(SCC(=O)NC(C)(C)C)s1	1	0	0	-5	-7	0	6	0.5	22
COc1ccc(NC(=S)N(Cc2cccnc2)Cc2cc3cc(OC)c(OC)cc3[nH]c2=O)cc1	-1	-2	3	-13	-15	-2	-6	-1.2	27
COC(=O)c1nc(N)sc1-c1ccc(Cl)cc1	9	0	-2	25	12	-4	6	-0.1	18
COc1ccccc1C(=O)NC(=O)COC(=O)C1CC1	12	-2	5	7	9	-3	-10	-0.6	5
O=C(Nc1cccnc1)c1ccc(COc2cc(Cl)ccc2Cl)o1	12	-6	-5	-32	6	-2	-7	0.4	16
Cc1cc(Nc2ccc(C)c(Cl)c2)nc(N2CCOCC2)n1	14	-8	-4	-25	9	-1	4	6.2	2
O=C(NC12CC3CC(CC(C3)C1)C2)c1ccccc1O	49*	-14	-1	50*	32	1	10	38	-5
O=C(C[n+]1ccc(C(=O)N/N=C/c2ccc(Br)cc2)cc1)c1ccccc1	16	-6	-2	14	15	-4	10	0.4	22
Cc1ccccc1NC(=O)Cc1nc(-c2ccc3ccccc3c2)cs1	-2	1	-4	13	2	-2	3	11	8

APJ antagonist, entries above that show a hit
molecule | TIM10 inh | GRIN3A LBD mod | APJ antagonist | MPTP block | NALP3 yeast inh
O=C(CNC(=O)c1ccc(Br)o1)OCC(=O)c1cccc([N+](=O)[O-])c1 | -23 | -2 | 62* | -0.6 | 9

The results go on.
SMILES	TIM10 inh	GRIN3A LBD mod	beta cell repl	tim10-1 inh	tim23-1 inh	APJ agonist	APJ antagonist	MPTP block	NALP3 yeast inh
COc1ccc(N2CC(O)(c3ccc(C)cc3)[N+]3=C2CCCC3)cc1 (stereo unspecified)	19	-3	-5	18	6	2	3	-1.0	-16
N#CC1=C(SCC(=O)Nc2ccc(C(=O)O)cc2)NC(=O)CC1c1ccco1 (stereo unspecified)	-11	2	1	-10	2	-7	-3	2.6	0
Nc1nnc(SCC(=O)Nc2cc(S(=O)(=O)N3CCOCC3)ccc2Cl)s1	-4	1	-1	12	8	1	0	0.4	1
CCN(CC)C1CCN(C(=O)c2ccc3nc(Cc4ccc(OC)cc4)oc3c2)C1 (stereo unspecified)	-1	2	-2	-12	-1	-1	14	-0.8	4
N#CCCN(C(=O)COC(=O)C1=NNC(=O)CC1)c1ccccc1	-13	-3	1	-20	-6	-3	-35	-1.6	9
O=C(O)c1cc2nc(-c3cccs3)cc(C(F)(F)F)n2n1	-19	0	-2	10	5	-2	-2	-1.4	26
Cc1ccc(C(=O)CCC(=O)Nc2ccccc2F)cc1	-6	1	1	9	8	-2	0	-0.1	24
O=c1nc(N2CCCCC2)nc(Nc2ccccc2)[nH]1	-3	0	-4	-22	10	2	-10	-0.9	21
CC(C)C(NC(=O)C12CC3CC(CC(C3)C1)C2)C(=O)O (stereo unspecified)	7	-1	-2	-4	15	0	2	0.3	1
CC(NC(=O)c1ccc(F)cc1)C(=O)NC1=NCCS1 (stereo unspecified)	7	0	1	-4	-2	-4	5	-2.0	-5
Cc1cc(C)n(-c2ccc(C(=O)N3CC(C)OC(C)C3)cc2)n1 (stereo unspecified)	6	-1	-1	14	18	-3	-5	-2.5	11
COc1cc(OC)cc(-c2c(-c3ccc(F)cc3)c3cc(-c4ccc5cc[nH]c5c4)ccc3n2C)c1	2	4	-4	-5	1	-3	17	0.0	6
CC[C@@H](Nc1ncnc2c1oc1ccccc12)C(=O)O	6	-1	-2	-1	2	-5	6	1.2	-4
O=C(NCCN1CCOCC1)c1ccc2ccccc2c1	-2	-2	-3	-9	-3	-4	1	-5.9	2
Cc1[nH]nc2c1C(c1ccsc1)C1=C(CC(C)(C)CC1=O)N2 (stereo unspecified)	-9	-2	-5	16	16	-2	-36	0.8	7
OCCOCCn1c(C(CO)Nc2nc(-c3ccc(Cl)cc3)cs2)nc2ccccc21 (stereo unspecified)	9	-3	2	9	19	5	-4	-1.4	22
COc1ccc(OC)c(-c2nnc3n2N=C(c2ccc(OC)c(OC)c2)CS3)c1	-5	-4	-4	3	16	-1	5	-1.2	-4
COc1cccc(C(=O)Nc2ccccc2NC(=O)c2cccc(OC)c2)c1	19	3	-2	28	19	-3	8	0.5	13
O=S(=O)(c1ccc2ccccc2c1)N(CC(O)CN1CCOCC1)c1ccccc1 (stereo unspecified)	9	-4	-2	30	28	3	-10	0.3	11
COc1ccccc1N(CC(=O)NCc1ccc2c(c1)OCO2)C(=O)CCC(=O)Nc1nccs1	14	-4	2	0	4	2	12	-1.7	14

Individual results from the list.
`CCN(CC)C1CCN(C(=O)c2ccc3nc(Cc4ccc(OC)cc4)oc3c2)C1` (stereo unspecified) in TIM10 inh → -1
`COc1cc(OC)cc(-c2c(-c3ccc(F)cc3)c3cc(-c4ccc5cc[nH]c5c4)ccc3n2C)c1` in TIM10 inh → 2
`OCCOCCn1c(C(CO)Nc2nc(-c3ccc(Cl)cc3)cs2)nc2ccccc21` (stereo unspecified) in APJ agonist → 5
`COc1ccc(OC)c(-c2nnc3n2N=C(c2ccc(OC)c(OC)c2)CS3)c1` in beta cell repl → -4
`N#CCCN(C(=O)COC(=O)C1=NNC(=O)CC1)c1ccccc1` in NALP3 yeast inh → 9
`COc1ccc(N2CC(O)(c3ccc(C)cc3)[N+]3=C2CCCC3)cc1` (stereo unspecified) in TIM10 inh → 19

Next part:
SMILES	TIM10 inh	GRIN3A LBD mod	beta cell repl	tim10-1 inh	tim23-1 inh	APJ agonist	APJ antagonist	MPTP block	NALP3 yeast inh
COc1ccc(NC(C)C(=O)N/N=C/c2ccccc2OCc2ccc(Br)cc2)cc1 (stereo unspecified)	20	-3	0	8	6	-4	14	-5.4	23
N#Cc1nc(NCC(F)F)nc(Nc2cc(F)cc(F)c2)n1	42*	-13	-7	39	69*	-2	-7	2.3	18
COc1cccc(/C=C2\SC(=S)N(CCC(=O)N3CCCCC3CCO)C2=O)c1 (stereo unspecified)	10	-1	-2	32	35	-3	3	0.9	15
Cc1cccc(N2CC(C(=O)Nc3ccccc3N3CCCC3)CC2=O)c1C (stereo unspecified)	4	0	3	16	14	1	-1	0.5	12
COc1cc(/C=N/NC(=O)c2ccc(CN3c4cccc5cccc(c45)S3(=O)=O)cc2)cc(OC)c1O	23	2	-2	2	1	0	-18	0.2	11
O=C(CN1C(=O)c2cccnc2C1=O)c1ccccc1	0	1	-2	5	2	-3	-12	-0.2	2
Cc1ccc(-c2[nH]nc3c2C(c2ccc(OC(=O)N4CCOCC4)cc2)C(C#N)=C(N)O3)cc1 (stereo unspecified)	15	-6	-2	27	10	-9	24	1.0	-7
CC(C)Cc1cc(CN2CCC(CO)(Cc3cccc(C(F)(F)F)c3)CC2)[nH]n1	7	-5	-6	3	5	0	3	3.6	14

2 of the compounds above, as a markdown table.
| smiles | TIM10 inh | GRIN3A LBD mod | beta cell repl | tim10-1 inh | tim23-1 inh | APJ agonist | APJ antagonist | MPTP block | NALP3 yeast inh |
| --- | --- | --- | --- | --- | --- | --- | --- | --- | --- |
| Cc1ccc(-c2[nH]nc3c2C(c2ccc(OC(=O)N4CCOCC4)cc2)C(C#N)=C(N)O3)cc1 (stereo unspecified) | 15 | -6 | -2 | 27 | 10 | -9 | 24 | 1.0 | -7 |
| CC(C)Cc1cc(CN2CCC(CO)(Cc3cccc(C(F)(F)F)c3)CC2)[nH]n1 | 7 | -5 | -6 | 3 | 5 | 0 | 3 | 3.6 | 14 |

Exported with bars between the fields: entries from further up.
mol | TIM10 inh | GRIN3A LBD mod | beta cell repl | tim10-1 inh | tim23-1 inh | APJ agonist | APJ antagonist | MPTP block | NALP3 yeast inh
O=C(CN1C(=O)c2cccnc2C1=O)c1ccccc1 | 0 | 1 | -2 | 5 | 2 | -3 | -12 | -0.2 | 2
Cc1ccc(-c2[nH]nc3c2C(c2ccc(OC(=O)N4CCOCC4)cc2)C(C#N)=C(N)O3)cc1 (stereo unspecified) | 15 | -6 | -2 | 27 | 10 | -9 | 24 | 1.0 | -7
